Bioassay records from PubChem.
tim23-1 inh – inhibits growth of tim23-1 mutant yeast; AID 463212; inhibition, % at 20 µM; actives 1.3% (n = 330,000); S. cerevisiae tim23-1 growth, BacTiter-Glo luminescence, 24 h;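 active = growth inhibition of the mutant yeast at or above 50%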;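 also: temperature-sensitive mutant grown at 25 °C; plate controls were DMSO-treated mutant yeast for no effect and medium wells lacking yeast for full effect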
beta cell repl – MIN6 beta-cell proliferation induction | MIN6 cells proliferation, ATPlite luminescence, 48 h; cells starved in 0.2% serum; 100% = growth in 10% serum | proliferation, % at 10 µM | actives 0.29% (n = 330,000) | AID 2380;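 active = compounds whose signal lies at least 3.5 SD above the mean of all wells on their plate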;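 also: 0% = DMSO-treated cells in low-serum medium and 100% = 10% serum control; some compounds called inactive have numbers as strong as hits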
tim10-1 inh – tim10-1 yeast growth inhibition; actives 2.2% (n = 330,000); inhibition, % at 20 µM; S. cerevisiae tim10-1 ts strain growth, BacTiter-Glo, 24 h; AID 463190;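 active = inhibition of at least 40%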;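 also: mutant grown at 25 °C; 0% = DMSO wells with yeast and 100% = wells holding no yeast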
GRIN3A LBD mod – modulators (binders) of human NR3A ligand-binding domain | NR3A LBD differential scanning fluorimetry, Tm shift; 0% = protein alone, 100% = glycine-bound protein | Tm shift relative to glycine control, % at 25 µM | actives 2.5% (n = 340,000);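 active = melting temperature shift of at least 10% of the positive control shift, at one fixed dose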
APJ ag – APJ receptor agonism. CHO-K1 APJ PathHunter beta-arrestin, luminescence; 0% DMSO wells, 100% apelin. activation, % at 20 µM. actives 0.11% (n = 330,000);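 active = activation more than six SD over the plate average, tested at 20 µM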;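 also: 0% = DMSO alone and 100% = apelin-13 at 10 nM; some results filed as inactive read as strong as hits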
Target sequence (P35414 whole entry, looked up): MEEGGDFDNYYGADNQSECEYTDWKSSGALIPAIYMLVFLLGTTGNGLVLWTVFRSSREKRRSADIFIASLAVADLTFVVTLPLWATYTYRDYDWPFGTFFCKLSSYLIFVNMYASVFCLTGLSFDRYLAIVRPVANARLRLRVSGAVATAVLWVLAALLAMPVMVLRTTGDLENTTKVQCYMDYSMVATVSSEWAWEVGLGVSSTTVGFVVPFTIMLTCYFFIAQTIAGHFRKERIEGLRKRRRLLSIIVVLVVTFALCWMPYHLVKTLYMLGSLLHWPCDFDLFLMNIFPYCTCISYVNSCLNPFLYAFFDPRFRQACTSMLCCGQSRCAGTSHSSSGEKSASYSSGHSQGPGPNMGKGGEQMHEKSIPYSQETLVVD
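Incubation: overnight seeding, 90 min compound at 25 °C, 1 h detection; test system: PathHunter CHO-K1 APJ (AGTRL-1) beta-arrestin reporter cells; amount: 1000 cells/well; doses: one dose, 20 µM compound, 1% DMSO; measured by: beta-gal luminescence; measure: agonist-driven arrestin binding to APJ; benchmarks: negative DMSO alone, positive Apelin-13 at 10 nM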
MPTP inh – permeability transition pore inhibition; isolated mouse mitochondria, Ca2+ swelling absorbance, 30 min; inhibition, % at 10 µM; actives 1.4% (n = 360,000); AID 602449;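 active = inhibition of 50% or more, scaled per plate between neutral and stimulator controls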;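 also: 0% = DMSO wells given calcium and 100% = 1 mM EGTA wells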
NLRP3 yeast inh – inhibitors of NALP3 inflammasome in yeast. Yeast reconstituted NLRP3/ASC/caspase-1, beta-gal luminescence, 24 h. inhibition, % at 10 µM. actives 0.39% (n = 330,000);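 active = inhibition of 50% or more; inactive = inhibition below 50%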;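 also: plate controls were induced DMSO wells for no effect and uninduced yeast grown without galactose for full effect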
APJ antag – antagonists of human APJ apelin receptor | CHO-K1 APJ beta-arrestin complementation, luminescence | inhibition, % at 20 µM | actives 0.32% (n = 330,000) | AID 2521;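 active = inhibition above about 40% at 20 µM, limit read from the data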;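 also: cells challenged with 10 nM apelin-13 agonist together with compound; plate controls were apelin-13 plus DMSO wells for no effect and DMSO wells lacking apelin-13 for full effect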
TIM10 inh – growth inhibitors of TIM10 yeast strain. S. cerevisiae TIM10 strain growth, BacTiter-Glo luminescence, 24 h. inhibition, % at 10 µM. actives 1.4% (n = 330,000). AID 463195;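 active = inhibition of 40% or more at the single tested concentration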;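 also: wild-type TIM10 isogenic control strain grown at permissive 25 °C; 0% = DMSO yeast wells and 100% = minimal medium wells without yeast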
The depositor's hits bear a star; . = no result given. No enrichment for hits. Share with any hit: about 7.2%.

SMILES	tim23-1 inh	beta cell repl	tim10-1 inh	GRIN3A LBD mod	APJ ag	MPTP inh	NLRP3 yeast inh	APJ antag	TIM10 inh
O[C@@H]1COC(Nc2ccc(N=Nc3ccccc3)cc2)C[C@@H]1O (stereo partly specified)	9.7	-1.2	20.3	-0.5	-3.0	.	41.1	24.3	11.6
CCCCn1c(N)c(N(CCC(C)C)C(=O)C2CCCO2)c(=O)[nH]c1=O (stereo unspecified)	-3.0	1.9	-5.1	-3.2	6.5	0.5	13.9	9.1	-2.6
CCOC(=O)/C(C#N)=C\c1ccco1	0.9	0.4	-9.3	-0.8	-5.3	0.4	9.1	6.2	-8.2
COc1ccc(C(=O)/C=C/C(=O)N(Cc2ccc3c(c2)OCO3)C(C(=O)NC2CCCCC2)c2ccncc2)c(O)c1 (stereo unspecified)	38.2	-4.3	17.4	7.9	-2.8	-1.0	-3.6	12.5	28.1
O=C(COC(=O)c1cc(Cl)ccc1Cl)NCCN1C(=O)CSC1=O	9.9	0.0	13.7	-1.3	6.0	-2.3	10.9	2.0	2.9
COc1ccc(Cl)cc1NC(=O)CSc1nc(NS(=O)(=O)c2ccccc2)cc(=O)[nH]1	9.4	0.0	-2.2	-4.5	2.0	-1.0	10.4	-22.4	11.3
Cc1ccc(NC(=O)C(=O)NCc2ccccn2)cc1	-2.6	0.5	8.9	-3.7	-1.4	2.2	11.0	-3.3	-3.8
Cc1cc(=O)[nH]c(SCC(=O)NC2CCCc3ccccc32)n1 (stereo unspecified)	0.1	1.5	-18.0	0.5	-1.8	0.2	5.6	6.8	-1.3
CCOC(=O)c1cnc(-n2nc(C)cc2C)nc1NNc1ncc(-c2ccccc2)cn1	36.1	-3.4	54.2*	-2.1	0.2	.	20.2	9.9	11.3
O=[N+]([O-])c1cc(C(F)(F)F)cc([N+](=O)[O-])c1Sc1n[nH]c(C(F)(F)F)n1	5.5	-6.5	-0.5	2.9	4.3	17.1	5.8	-17.8	4.9
C=CCOc1nc2c(c(=O)n(C)c(=O)n2C)n1C	-1.4	-0.9	6.3	0.2	2.3	-0.4	12.7	15.5	-0.2
C[C@H]1CN([C@@H](C)CO)C(=O)c2cccc(NC(=O)C3CC3)c2O[C@H]1CN(C)Cc1ccc(C(F)(F)F)cc1	3.9	-1.2	-7.4	0.9	-2.9	-0.8	5.7	4.1	-3.5
O=C1NCCCC2c3cc(O)c4ccccc4c3OC12N1CCCCC1 (stereo unspecified)	26.1	-3.7	26.0	.	5.6	.	13.8	-19.7	24.8
Cc1ccc2nc(N3CCCCC3)c(C=O)c(=O)n2c1	5.2	-1.6	6.4	.	-4.6	.	-0.4	7.4	2.3
CC1CCCN(CCCNC(=O)c2ccc(CS(=O)(=O)Cc3cccc(Cl)c3)o2)C1 (stereo unspecified)	-8.5	-2.2	7.2	-1.3	-2.3	1.5	3.6	3.2	-14.3
CCN(CC)c1ccc(C(=O)Nc2ccccc2)cc1[N+](=O)[O-]	33.4	0.8	-24.4	-12.7	-1.0	2.2	44.8	17.4	-6.6
O=C(Nc1nnc(C2CCCO2)s1)c1cccs1 (stereo unspecified)	12.1	-2.3	16.7	-1.3	-4.7	20.9	2.5	18.8	11.5
Cc1ccc(CSc2nnc(-c3cccc4ccccc34)o2)cc1	27.1	-3.2	5.2	2.5	0.0	1.2	5.7	7.7	6.2
O=C(Cn1nnc(-c2ccccc2NC(=O)c2ccccc2F)n1)NCc1ccco1	-4.7	0.0	9.2	2.1	-2.8	4.2	12.5	0.8	-2.2
CCC1CC(CSc2ncn[nH]2)OC1=O (stereo unspecified)	3.2	0.2	5.8	-1.2	1.5	-0.3	-7.9	-14.6	-6.3
O=C(CCc1ccccc1)NCC(c1ccco1)N1CCc2ccccc21 (stereo unspecified)	27.3	-5.8	12.6	1.8	1.8	-1.2	18.4	-42.0	19.8
COc1ccc(CCN2C(=O)C3C4CCC(C4=C(C)C)C3C2=O)cc1OC (stereo unspecified)	32.4	0.0	25.6	-4.7	-3.9	1.1	9.4	2.1	33.3
Cc1nn(CC#N)c(=O)n1N(C)c1ncc(C(F)(F)F)cc1Cl	1.6	0.8	6.8	-0.6	-0.1	-2.6	8.9	-10.8	-4.5
Cc1nc(Nc2ccc3c(c2)OCCO3)c2c(C)c(C)sc2n1	54.7*	-0.5	10.0	-1.7	-2.7	-1.8	24.7	6.5	24.5
C/C(N)=C(/C#N)C(=O)COC(=O)c1cc(S(=O)(=O)N2CCCCC2)ccc1C	17.0	0.5	19.5	-2.9	5.0	1.3	16.0	6.8	18.3

In another format: results already given
mol | tim23-1 inh | beta cell repl | tim10-1 inh | GRIN3A LBD mod | APJ ag | MPTP inh | NLRP3 yeast inh | APJ antag | TIM10 inh
CCOC(=O)c1cnc(-n2nc(C)cc2C)nc1NNc1ncc(-c2ccccc2)cn1 | 36.1 | -3.4 | 54.2* | -2.1 | 0.2 | . | 20.2 | 9.9 | 11.3
CCOC(=O)/C(C#N)=C\c1ccco1 | 0.9 | 0.4 | -9.3 | -0.8 | -5.3 | 0.4 | 9.1 | 6.2 | -8.2

Continuation:
SMILES	tim23-1 inh	beta cell repl	tim10-1 inh	GRIN3A LBD mod	APJ ag	MPTP inh	NLRP3 yeast inh	APJ antag	TIM10 inh
CCOC(=O)CC(=O)Nc1c(C)cc(C)cc1C	10.3	-1.3	9.1	1.3	-2.7	0.0	7.7	-8.8	4.8
COc1ccc(C2=NOC(Cn3nc(-c4ccccc4)cc3C(=O)NCc3ccc(C)cc3)C2)cc1 (stereo unspecified)	16.4	-4.7	18.8	2.0	-0.6	1.7	5.5	3.2	-18.4
Cc1cccc2cc(CN(CC3CCCO3)C(=O)NC3CCCCC3)c(=O)[nH]c12 (stereo unspecified)	21.0	-3.0	9.2	2.2	-0.8	3.3	10.8	7.0	5.1
O=C(Cn1[nH]c(=O)c2ccccc2c1=O)N1CC=C(c2ccccc2)CC1	-88.3	0.4	18.8	-1.7	-4.6	2.7	14.5	6.6	-21.3
Cc1cccc(N(C(=O)CCC(=O)Nc2ccccn2)C(C(=O)NC(C)C)c2ccc(O)cc2)c1 (stereo unspecified)	-12.6	-3.5	-2.4	4.2	1.3	-1.1	28.3	12.6	6.8
O=C(CCCc1ccccc1)N=C1SC2CS(=O)(=O)CC2N1c1ccccc1F (stereo unspecified)	8.5	5.8	21.8	-6.3	-0.5	-1.3	13.1	11.0	-0.1
CCOC(=O)c1ccc2[nH]c3c(c2c1)CCCC3O (stereo unspecified)	23.9	0.3	23.1	-0.7	-2.6	-0.4	19.6	-23.9	5.2
Cc1ccccc1COC(=O)CN1C(=O)NC2(CCCC2)C1=O	7.0	-0.6	3.5	-0.4	-2.0	-0.7	1.3	5.4	0.1
O=C(COc1cccc2cccnc12)NCC(F)(F)F	1.2	0.0	16.5	1.5	1.2	-1.0	12.8	-15.1	3.6
CN1CCN(c2ccc(Cl)cc2NC(=O)c2ccc([N+](=O)[O-])cc2)CC1	15.0	-7.4	7.1	-1.9	4.7	0.2	24.2	-33.0	2.0
COc1ccccc1COCC(O)CN(Cc1ccco1)Cc1ccccc1O (stereo unspecified)	25.9	0.0	19.0	-13.4	-1.9	-6.2	-15.8	1.7	30.1
Cc1cc2oc(=O)cc(CN3CCC(C)CC3)c2cc1C	26.3	-3.9	24.6	1.2	-2.7	0.8	18.6	3.5	9.9
COC(=O)c1c(C)nc2ccccc2c1C(=O)O	2.8	-3.0	25.2	-1.1	-0.3	-1.6	5.1	-6.6	9.7
Cc1ccc(CN2CCN(Cc3ccc(OCCO)cc3)CC2CCO)o1 (stereo unspecified)	3.8	0.3	5.3	-0.8	-4.8	0.5	-6.7	13.5	-1.6
OCCn1c(Cl)nc2ccccc21	16.4	-1.8	9.9	2.2	3.0	-1.0	10.5	3.2	-9.6
O/N=C(\CN1CCCCC1)c1ccccc1	15.1	-1.5	17.9	0.5	-0.6	-1.1	10.3	-6.0	-7.8
CC(C)(C)C(=O)CSc1nc2c(c(-c3cccs3)c1C#N)CCC2	0.1	-4.0	27.7	-0.3	-3.3	3.4	0.9	7.3	29.1
CN(C)S(=O)(=O)c1ccc(NC(=O)C2CC(=O)N(Cc3ccccc3)C2)cc1 (stereo unspecified)	-3.6	0.0	-6.1	-2.1	1.1	0.5	7.4	3.7	10.6
Cc1nc(SCC(=O)NCCc2ccccc2)n[nH]1	48.2	2.4	-1.3	3.9	-2.6	-3.5	-8.5	-1.8	12.2
O=C(/C=C/c1ccc(Br)cc1)NC(=S)N1CCOCC1	25.7	-0.6	32.2	1.0	-0.5	-0.6	8.3	-6.8	15.2
Cc1ccc(C(=O)N2CCN(c3ccc(NC(=O)c4cc(C)cc(C)c4)cc3)CC2)cc1	3.5	-4.2	-2.6	12.6*	-3.3	0.0	16.8	-1.4	3.6
COc1ccc(NC(=O)CCC(=O)OCc2ccc(Br)cc2)cc1	20.4	-3.2	4.1	3.0	-2.1	-0.5	-2.4	-5.6	3.5
CCc1ccccc1NC(=O)C1C(c2ccccc2)C1(Cl)Cl (stereo unspecified)	30.0	-5.0	27.5	-7.0	1.3	50.7*	9.4	4.8	28.8
CC(C)=CCC/C(C)=C/CC/C(C)=N/O	5.6	-2.6	8.2	1.7	-0.8	10.9	10.5	-4.8	-7.6
O=C(Nc1ccc(Cl)c(Cl)c1)O/N=C/c1ccncc1	8.1	0.0	28.6	29.1*	5.0	104.0*	5.5	-14.1	43.0*

(next part)
SMILES	tim23-1 inh	beta cell repl	tim10-1 inh	GRIN3A LBD mod	APJ ag	MPTP inh	NLRP3 yeast inh	APJ antag	TIM10 inh
S=C(NCc1ccccc1)N1CCN(c2ccccc2)CC1	8.1	-2.7	-3.6	1.2	-3.3	-1.6	12.8	-0.4	0.2
CCN(C(=O)COC(=O)c1ccc(Cl)nc1)C1CCS(=O)(=O)C1 (stereo unspecified)	-11.0	-0.4	10.0	-0.1	-1.5	-3.8	15.1	-2.7	-10.8
CN1C(=O)c2ccc(S(=O)(=O)c3ccc(C(=O)O)cc3)cc2C1=O	-3.3	0.7	5.9	0.2	-2.1	-2.1	-3.5	13.1	8.1
CC(C)CC(NC(=O)c1ccccc1)C(=O)OCC(=O)Nc1ccc(S(N)(=O)=O)cc1 (stereo unspecified)	-12.5	-1.2	2.1	-0.8	-2.5	1.5	14.9	3.7	4.4
CN(C)C(CNc1ccc(C(N)=O)cc1[N+](=O)[O-])c1ccccc1 (stereo unspecified)	1.3	-1.4	-5.4	-0.1	-2.9	-1.4	6.5	-6.1	-12.5
CCc1c(C#N)sc(C(N)=O)c1CC	0.1	-0.5	27.1	-1.1	-3.1	-1.6	18.7	-7.0	14.4
O=C(NCc1ccncc1)C(=O)NCC1OCCCN1S(=O)(=O)c1cc(F)ccc1F (stereo unspecified)	-13.4	2.0	-1.6	9.6	0.7	-0.5	6.6	7.3	2.2
Cc1onc(-c2ccccc2)c1C(=O)N1CCC(CO)(Cc2ccccc2)CC1	8.5	4.2	-4.9	-4.9	0.1	-1.0	-0.4	11.2	8.2
CCN(CC)c1ccc(-n2cc3c(=O)n(C)c(=O)n(C)c3c2)cc1	49.5	3.9	40.0*	-4.2	-2.6	-2.7	25.2	-19.2	45.7*

Structures listed so far marked active in GRIN3A LBD mod:
SMILES	GRIN3A LBD mod	MPTP inh	NLRP3 yeast inh	APJ antag
Cc1ccc(C(=O)N2CCN(c3ccc(NC(=O)c4cc(C)cc(C)c4)cc3)CC2)cc1	12.6*	0.0	16.8	-1.4
O=C(Nc1ccc(Cl)c(Cl)c1)O/N=C/c1ccncc1	29.1*	104.0*	5.5	-14.1
